M1 ag – activates the M1 muscarinic receptor; 64,000 tested, 3% active; CHO-M1 cells, Fluo-4 calcium fluorescence, agonist mode; stronger effect = higher value; B-score at 10 µM;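 active means fluorescence rise, raw or as B-score row- and column-corrected plate score, outside the 99.7% band of its plate's samples, either direction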
M1 antagonist – blocks the rat M1 muscarinic receptor response to acetylcholine | CHO-M1 cells, Fluo-4 calcium, ACh EC80 antagonist mode; stronger effect = lower value | B-score at 10 µM | 64,000 tested, 3.4% active | AID 628;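 active means calcium fluorescence response, raw or row-and-column corrected B-score, differing from the plate sample mean either way at a set confidence level, mostly lower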
NADH coupling – inhibitors of enzymes used to reach an NAD/NADH endpoint | 65,000 tested, 0.02% active | coupled PK/LDH NADH assays, four targets | IC50, µM (titrated, usually from 10 µM), inactives show at the highest dose inhibition | AID 774;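 active means single-dose screening hits from any of four coupled enzyme assays that gave an IC50 when retested across doses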;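 further: the DPM-DC format reads NADH fluorescence rather than 340 nm absorbance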
Hsp90 block – displaces geldanamycin probe from tumor Hsp90; NCI-N417 lysate Hsp90, Cy3B-geldanamycin FP displacement; inhibition, % at 30 µM; 64,000 tested, 0.35% active; AID 429;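 active means inhibition above 50%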;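 further: 0% = tracer plus lysate wells and 100% = tracer alone without lysate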
HTR1A agonist – 5-HT1a (human) receptor agonism. 65,000 tested, 0.56% active. P08908. AID 567. CHO 5-HT1a Ga15 NFAT-bla reporter, FRET ratio; 0% basal, 100% maximal reference agonist. activation, % at 10 µM;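 active means activation above the screen-wide mean activation plus 3 SD, cut at about 19% in these data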;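 further: 0% = DMSO wells and 100% = 5-CT at EC100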
Target sequence (P08908 whole entry, looked up): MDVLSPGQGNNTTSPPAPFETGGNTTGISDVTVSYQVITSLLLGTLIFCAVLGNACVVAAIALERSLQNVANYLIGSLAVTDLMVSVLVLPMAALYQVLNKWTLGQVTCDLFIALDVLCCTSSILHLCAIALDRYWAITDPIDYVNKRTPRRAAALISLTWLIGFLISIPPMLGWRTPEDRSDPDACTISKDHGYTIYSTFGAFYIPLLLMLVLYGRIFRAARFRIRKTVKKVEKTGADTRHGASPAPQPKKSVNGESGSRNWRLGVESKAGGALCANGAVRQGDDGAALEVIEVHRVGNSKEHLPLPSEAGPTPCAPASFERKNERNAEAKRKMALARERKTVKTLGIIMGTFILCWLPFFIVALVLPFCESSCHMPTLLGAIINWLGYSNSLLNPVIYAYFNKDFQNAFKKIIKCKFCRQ
Ec RNAP inh – inhibitors of Escherichia coli RNA polymerase | E. coli RNA polymerase, fluorescence transcription assay | inhibition, %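 (tested at 10 µM)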 | 62,000 tested, 0.2% active; in the data active means inhibition above about 20%;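 further: 0% = enzyme without compound and 100% = no enzyme blank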
Her2 expr inh – lowers expression of human Her2 kinase | 65,000 tested, 0.69% active | SKBR-3 HER2 protein level, AlphaScreen, 18-24 h; stronger effect = lower value | AID 645 | HER2 level % of control, % at 10 µM;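 active means HER2 level under 5% of the carrier-only control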;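 further: 100% = DMSO carrier and 0% = 500 nM PU-H71 HSP90 inhibitor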
D1 mod – D1 dopamine receptor (human) allosteric modulation; 58,000 tested, 5.9% active; B-score at 10 µM; HEK293 D1, CRE-luciferase, dopamine EC30 potentiation; actives deviate in either direction; P21728;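 active means luminescence count or its row- and column-corrected plate score outside the 99.7% band of the plate's sample wells, on either side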
Target sequence (P21728 whole entry, looked up): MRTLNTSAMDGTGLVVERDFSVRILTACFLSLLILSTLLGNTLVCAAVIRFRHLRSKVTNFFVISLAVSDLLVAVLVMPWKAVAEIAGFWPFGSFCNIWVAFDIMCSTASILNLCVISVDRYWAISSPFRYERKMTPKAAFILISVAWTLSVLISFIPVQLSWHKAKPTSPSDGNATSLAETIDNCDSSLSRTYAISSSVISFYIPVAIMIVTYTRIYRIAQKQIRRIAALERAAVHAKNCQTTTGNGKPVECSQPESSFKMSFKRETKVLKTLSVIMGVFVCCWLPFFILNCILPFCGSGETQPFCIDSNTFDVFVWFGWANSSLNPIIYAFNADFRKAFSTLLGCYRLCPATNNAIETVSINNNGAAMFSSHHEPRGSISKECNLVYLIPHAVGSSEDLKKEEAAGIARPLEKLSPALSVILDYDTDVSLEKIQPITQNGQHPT
Autofluor 339 – intrinsic fluorescence of library compounds, ex339/em460 – biochemical, MLSMR library, data from DPM-DC assay, artefact control, profiling panel | fluorescence fold increase at 10 µM | compound autofluorescence, ex339/em460 nm, NADH buffer; stronger effect = higher value; 1 = no-compound wells, NADH background | AID 709 | 65,000 tested, 5.5% active;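 active means at 10 µM, mean starting fluorescence two-fold or more over control wells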;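 further: signal is the first read of a kinetic run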
Active calls of the source: *; · = no result given.

no.	smiles	M1 ag	M1 antagonist	NADH coupling	Hsp90 block	HTR1A agonist
1	COC(=O)c1ccccc1NC(NC(=O)c1ccco1)C(=O)c1ccc(C)cc1 (centres undefined)	-0.135	1.28	8.0%	-1.5	-2.7
2	NC(=O)c1ccc2c(c1)OCCO2	0.3	-0.0405	7.0%	-1.3	-1.8
3	CN1C2C=C3C(C#N)=C(N)C(C#N)(C#N)[C@@H](c4ccc(Cl)cc4)[C@@H]3C1CC2 (some centres undefined)	-0.902	-0.354	2.0%	-4.9	-0.1
4	Oc1ccccc1-c1cc(-c2ccccc2Cl)[nH]n1	-0.049	-0.756	5.0%	-4.2	-5.3
5	CCc1ccc(NC(=O)N(CCN2CCOCC2)C2CCN(C(C)=O)CC2)cc1	-0.536	0.483	3.0%	-3.4	-1.9
6	O=S(=O)(Nc1cccc2ccccc12)N1CCCC1	0.251	-1.25	9.0%	-0.7	0.0
7	COc1ccc(NS(=O)(=O)c2ccc(O)c(C(=O)OCC(=O)N3CC(C)OC(C)C3)c2)cc1 (centres undefined)	-0.398	0.742	4.0%	-3.8	-0.7
8	O=C(Cn1[nH]c(=O)c2ccccc2c1=O)Nc1cccc(-c2nnc3n2CCCCC3)c1	-0.763	0.0916	6.0%	-1.0	-1.1

no.	Ec RNAP inh	Her2 expr inh	D1 mod	Autofluor 339
1	5.2	81.2	1.06	1.11
2	5.1	66.2	0.143	1.03
3	8.6	92.0	-0.102	1.19
4	-0.7	66.4	-0.574	1.04
5	2.8	-27.2*	0.165	1.13
6	3.2	89.6	-0.282	2.46*
7	2.1	130.9	·	1.25
8	6.5	87.7	0.394	1

Continuation:
no.	smiles	M1 ag	M1 antagonist	NADH coupling	Hsp90 block	HTR1A agonist
9	CN(C)C(=O)CSc1nnc(-c2cccnc2)n1-c1ccccc1	0.442	-0.00889	5.0%	-3.3	-0.7
10	O=C(CC(c1ccccc1)c1ccco1)N1CCOCC1 (centres undefined)	-0.101	-1.04	0.0%	-1.1	1.0
11	Cc1nn(C)c(C)c1S(=O)(=O)N(CC(=O)NCc1ccco1)c1ccc(C(C)C)cc1	-0.122	-0.0499	3.0%	-0.2	1.9
12	Cn1c(=O)[nH]c(=O)c2c1nc(NCCCO)n2CCCc1ccccc1	-0.0129	-0.311	4.0%	-1.7	0.4
13	Cc1cc(C)c2c(CN3CCN(Cc4ccc5c(c4)OCO5)CC3)cc(=O)oc2c1C	0.0749	-6.15*	8.0%	-2.5	-0.2
14	COc1ccc(-c2cc(C(=O)Nc3c(C)nn(Cc4ccc(Cl)cc4)c3C)no2)cc1	0.0622	0.0681	4.0%	-2.6	-0.5
15	CCn1c2ccccc2c2nnc(SCC(=O)NC(CC(C)C)C(=O)OC)nc21 (centres undefined)	-0.367	-0.0733	4.0%	-2.1	3.5
16	CC1CCN(CCCNC(=O)CN2CCN(Cc3ccc(Cl)cc3)C2=O)CC1	1.38	-0.729	2.0%	-3.7	-1.7

no.	Ec RNAP inh	Her2 expr inh	D1 mod	Autofluor 339
9	5.0	138.0	0.113	1.07
10	0.7	110.1	·	1.12
11	6.0	92.6	-0.236	1.07
12	9.4	134.0	-0.216	1.04
13	9.3	71.7	-0.293	1.07
14	4.4	67.6	·	1.08
15	2.4	114.9	1.14	1.05
16	4.2	127.2	-0.741	1.01

Later entries
no.	smiles	M1 ag	M1 antagonist	NADH coupling	Hsp90 block	HTR1A agonist
17	CC(C)(C)NC(=O)CN(C(=O)CS(=O)CC(=O)Nc1ccc(F)cc1)c1ccccc1 (centres undefined)	0.894	-0.127	7.0%	0.4	-0.9
18	O=C(COc1ccccc1)Nc1ccccc1C(=O)NCc1ccco1	6.67*	-0.428	4.0%	-2.0	-7.7
19	COc1ccc(S(=O)(=O)C(C#N)c2nc3ccccc3nc2N2CCC(C)CC2)cc1 (centres undefined)	3.95*	0.898	5.0%	·	-1.6
20	CC(=O)c1ccc(N2CCN(C(=O)C3CCC3)CC2)cc1	-0.547	-0.499	10.0%	-7.7	-2.2
21	COc1ccc(Cl)c(NC(=O)Cn2nnc(-c3ccccc3N)n2)c1	0.781	0.844	3.0%	-2.8	-1.4
22	COc1cccc(OC)c1C(=O)Nc1ccc(N2CCN(S(C)(=O)=O)CC2)cc1	0.38	-0.432	11.0%	11.8	-0.4
23	COc1ccc(N2C(=O)CC(N3CCN(S(=O)(=O)c4c(F)cccc4F)CC3)C2=O)cc1OC (centres undefined)	0.341	0.0709	2.0%	-3.9	-0.8
24	COc1cccc(/C=N/n2c(C)nc3ccccc3c2=O)c1O	1.61	-0.497	7.0%	-1.3	-1.9

no.	Ec RNAP inh	Her2 expr inh	D1 mod	Autofluor 339
17	-3.6	158.9	0.932	1.07
18	3.2	87.3	0.595	1.22
19	3.4	68.9	0.818	1.53
20	4.8	119.2	-1.05	1.13
21	7.8	78.0	-0.0541	1.08
22	0.8	102.3	-0.0342	1.09
23	2.2	102.6	-0.464	1.04
24	2.5	92.3	0.727	0.99

Going on with the list.
no.	smiles	M1 ag	M1 antagonist	NADH coupling	Hsp90 block	HTR1A agonist
25	N#CN(CC(N)=O)c1nc(N2CCCCC2)nc(N2CCCCC2)n1	1.4	-0.00583	6.0%	-1.2	0.3
26	O=C(Cn1nc(-c2ccccc2)ccc1=O)N1CCOCC1	-0.0775	0.921	0.0%	-0.9	0.6
27	Clc1ccccc1Cn1nnc2c(Nc3ccccc3)ncnc21	-0.0824	1.29	4.0%	-4.2	1.8
28	Cc1ccc(Cn2nc(C)c(NC(=O)c3cc(-c4ccco4)on3)c2C)cc1	-0.448	-0.569	5.0%	-3.6	-6.0
29	CCOc1ccccc1NC(=O)C1CCN(S(=O)(=O)c2cccc3cccnc23)CC1	1.67	0.0856	7.0%	-0.9	1.5
30	Cc1cc(C)nc(N2CCCC(C(=O)Nc3ccc4nc(C)c(C)nc4c3)C2)n1 (centres undefined)	0.0637	1.87	7.0%	-1.5	3.7
31	Cc1cc(=O)oc(C)c1C(=O)NCCCN1CCN(c2ccc(F)cc2)CC1	0.704	-0.458	13.0%	-1.4	0.1
32	Oc1ccccc1-c1nnc(SCCN2CCOCC2)n1Cc1ccccc1	0.836	0.111	7.0%	-1.3	-1.9

no.	Ec RNAP inh	Her2 expr inh	D1 mod	Autofluor 339
25	-0.6	93.8	1.29	1.06
26	7.5	117.8	-0.378	1.12
27	-7.8	122.3	1.27	1.46
28	-0.9	44.3	0.0924	1.04
29	-2.8	102.5	1.54	1.07
30	8.3	109.6	0.465	1.12
31	1.4	105.1	-2.13	1.08
32	5.9	51.2	1.3	1.11

The list goes on.
no.	smiles	M1 ag	M1 antagonist	NADH coupling	Hsp90 block	HTR1A agonist
33	CCOc1ccc(C(=O)Nc2nnc(C)s2)cc1OCC	-0.23	0.0909	1.0%	-1.7	-3.3
34	CCCCn1c(CN2CCN(C(=O)OCC)CC2)nc2c1c(=O)n(C)c(=O)n2C	0.134	1.37	5.0%	1.8	0.7
35	CC1CCCCN1C(=O)CSCC(=O)Nc1nc(-c2cccs2)cs1 (centres undefined)	7.96*	-0.823	8.0%	0.1	1.4
36	COC(=O)Cc1c(C)nc2nc(-c3ccco3)[nH]n2c1=O	0.0404	0.133	1.0%	-7.6	-3.4
37	N#C/C(=C1\CCCN1)c1ccc2ccccc2n1	·	·	2.0%	·	-1.8
38	OC(c1ccc2c(c1)OCO2)c1nccc2ccccc12 (centres undefined)	0.973	1.48	5.0%	-4.6	-5.4
39	O=C(CCC(=O)N(Cc1ccco1)C(C(=O)NC1CCCC1)c1ccncc1)Nc1cccnc1 (centres undefined)	-0.0322	0.00579	3.0%	-0.3	0.7
40	CN(C)C(=O)CSc1nnc(CCN)o1	0.167	0.532	4.0%	-3.6	-3.6

no.	Ec RNAP inh	Her2 expr inh	D1 mod	Autofluor 339
33	2.7	96.9	5.93*	1.14
34	8.5	82.4	0.577	1.12
35	0.9	·	·	1.08
36	10.8	61.5	-0.227	1.04
37	4.0	39.5	0.203	1.06
38	-0.7	97.5	0.0241	1.1
39	5.3	65.6	0.00878	1.13
40	-1.6	103.9	·	1.14

The last 5 records of the part before lead into the next:
no.	smiles	M1 ag	M1 antagonist	NADH coupling	Hsp90 block	HTR1A agonist
36	COC(=O)Cc1c(C)nc2nc(-c3ccco3)[nH]n2c1=O	0.0404	0.133	1.0%	-7.6	-3.4
37	N#C/C(=C1\CCCN1)c1ccc2ccccc2n1	·	·	2.0%	·	-1.8
38	OC(c1ccc2c(c1)OCO2)c1nccc2ccccc12 (centres undefined)	0.973	1.48	5.0%	-4.6	-5.4
39	O=C(CCC(=O)N(Cc1ccco1)C(C(=O)NC1CCCC1)c1ccncc1)Nc1cccnc1 (centres undefined)	-0.0322	0.00579	3.0%	-0.3	0.7
40	CN(C)C(=O)CSc1nnc(CCN)o1	0.167	0.532	4.0%	-3.6	-3.6
41	CCOC(=O)c1[nH]c(C)c(/C(O)=C2\C(=O)C(=O)N(CCCn3ccnc3)C2c2ccncc2)c1C (centres undefined)	-0.0204	0.207	7.0%	-0.2	-3.0
42	O=C(Oc1ccccc1)c1cccc2cccnc12	0.303	0.023	1.0%	-0.7	0.4
43	CC(C)CN(C(=O)COC(=O)CCc1c[nH]c2ccccc12)C1CCS(=O)(=O)C1 (centres undefined)	-1.34	-1.44	0.0%	-2.2	-3.6
44	CCOC(=O)CSc1nnc(Cc2ccccc2)n1Cc1ccco1	-0.171	-1.11	6.0%	-2.0	-3.8
45	COc1ccc2c(c1)CC(C1(O)C(=O)N(C)c3ccccc31)C2=O (centres undefined)	·	·	7.0%	-4.6	-0.5
46	CCOC(=O)N1CCN(C(c2cccc(OC)c2)c2sc3nc(C)nn3c2O)CC1 (centres undefined)	0.908	-0.29	6.0%	3.4	-0.6
47	COc1ccccc1N1CCN(C(CNC(=O)C2CCCCC2)c2cccnc2)CC1 (centres undefined)	-0.487	0.312	1.0%	-1.2	-1.2
48	COc1ccc(CCNC(=O)c2cc(-c3ccccc3O)n[nH]2)cc1OC	0.0352	-0.0265	6.0%	-0.8	-2.0

no.	Ec RNAP inh	Her2 expr inh	D1 mod	Autofluor 339
36	10.8	61.5	-0.227	1.04
37	4.0	39.5	0.203	1.06
38	-0.7	97.5	0.0241	1.1
39	5.3	65.6	0.00878	1.13
40	-1.6	103.9	·	1.14
41	3.2	91.2	-0.00468	0.98
42	9.3	96.9	0.335	1.11
43	11.0	101.4	-0.15	1.13
44	3.2	82.5	-0.134	1.09
45	12.8	103.3	0.422	1.11
46	0.2	69.7	-6.79*	1.06
47	1.3	95.6	-0.0164	1.1
48	·	65.6	4.41*	1.13

More entries.
no.	smiles	M1 ag	M1 antagonist	NADH coupling	Hsp90 block	HTR1A agonist
49	OC(c1cccc(OCc2ccccc2)c1)c1nnc(-c2ccccc2)o1 (centres undefined)	-2.34	0.193	5.0%	-0.5	-3.0
50	Cc1ccc(-c2nnc(COc3cccc(-n4cnnn4)c3)o2)cc1	0.163	-0.746	8.0%	-1.3	-1.4
51	Cc1c(Br)cc(C(=O)O)c(C)c1C	0.613	-0.122	6.0%	6.2	-1.9
52	Cc1ccc(CCNC(=O)c2coc3nc4ccccc4nc23)cc1	-1.28	0.0418	4.0%	-37.9	3.0
53	Cc1ccc(S(=O)(=O)N2CCN(C(=O)c3ccccc3)C2C(C)C)cc1 (centres undefined)	-0.897	-0.0956	6.0%	1.3	-1.5
54	O=C1C(C2=C(O)c3ccccc3C2=O)=Nc2ccccc21	-0.0142	-0.517	7.0%	57.5*	-3.0

no.	Ec RNAP inh	Her2 expr inh	D1 mod	Autofluor 339
49	0.0	60.8	-1.3	1.03
50	4.4	115.0	·	1.06
51	0.5	78.8	0.183	1.05
52	2.9	92.8	-0.12	2.28*
53	4.9	101.3	-1.71	1.02
54	10.2	-16.2*	-0.783	0.96

Random draw from the library; 16% or so of the library scored in one or more.
